High-throughput results: PubChem BioAssay, National Center for Advancing Translational Sciences (NCATS)
TCR act – Activators of T cell receptors: qHTS campaign | 330,000 tested, under 10 active | Potency, µM (highest dose often 9.22 µM), without a hit: at the top dose activation of IL-2 secretion, most hits filed as activators | primary human leukocytes, anti-CD3, IL-2 HTRF, 48 h; further: % of control where 0% means no effect
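1) Mix primary human leukocytes, a-CD3 beads and compound. 2) Incubate 48 hr. 3) Add HTRF IL-2 reagents (a-IL-2-K, a-IL-2-d2).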
ASM inhibitor – Inhibitors of Secretory Acid Sphingomyelinase (S-ASM): qHTS; Sphingomyelin phosphodiesterase (Homo sapiens), P17405; placental ASM, HMU-PC fluorogenic substrate, 60 min; Potency, µM (top dose mostly 57.5 µM), without a hit: at the top dose activity change, negative = inhibition, hits mostly inhibitors; 340,000 tested, 0.006% active; AID 504937, 2011; further: potency means the concentration at half of the fitted maximal effect
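Fluorescence read-out (Ex 386 nm, Em 447 nm) after stopping the reaction at pH 10. Enzyme: ASM from human placenta; substrate HMU-PC0, 9 uM final; 60 min, 37 °C. Compound preincubation 10 min, ambient temperature.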
TSHR antag – Antagonists of the Thyroid Stimulating Hormone Receptor: HTS campaign; 330,000 tested, 0.2% active; activity change, negative = inhibition, % at 11.5 µM; Thyrotropin receptor (Homo sapiens), P16473; TSHR-expressing cells, TSH-stimulated cAMP HTRF, 2 h; active compounds read low;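 active means activity change below a set negative limit, meaning inhibition stronger than a set level, cut at about -70% in these data; inconclusive means activity change between two set negative limits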; further: on the % scale 0 is the no-effect control and ±100 the full control effect
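Freshly harvested TSHR cells receive pin-tooled compound, then EC80 TSH at 4nM final. After 2 hours at 37 deg C, antibody in lysis buffer and cAMP-d2 are added; 30 minutes at ambient temperature precede the HTRF read.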
TSG101-PTAP inh – qHTS Assay for Iinhibitors of HIV-1 Budding by Blocking the Interaction of PTAP/TSG101; Tumor susceptibility gene 101 protein (Homo sapiens), Q99816; Fluorescence polarization, FITC-PTAP peptide / Tsg101 binding; Potency, µM (highest dose often 115 µM), for the others: at the highest dose activity change, negative = inhibition, most hits filed as inhibitors; 340,000 tested, under 10 active; AID 493005, 2010; active means well fitted inhibition curve with a large enough effect in the main read-out, with a control signal flat, not every such curve was filed as active; inconclusive means small, poorly fitted or top-dose-only effect, or effect the other way, or a change in a side signal; inactive means no such curve, though single readings can be large or run the other way; further: potency means the concentration at half of the fitted maximal effect; % of control where 0% means no effect
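Compounds were pin-transferred onto Tsg101 binding domain (10 uM final) in HEPES pH 7.5 buffer, then FITC-PTAP peptide was added at 50 nM final. After 20 min at RT, polarization reported peptide displacement across a qHTS concentration series.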
MBNL1-CUG inh – qHTS Assay for Inhibitors of MBNL1-poly(CUG) RNA binding | Muscleblind-like protein 1 (Homo sapiens), Q9NR56 | TR-FRET MBNL1-His/biotin-(CUG)12 binding, 665/545 ratio | Potency, µM (doses to about 57.5 µM), for the others: at the top dose activity change, negative = inhibition, actives largely listed as inhibitors | 280,000 tested, 0.036% active; active means well fitted inhibition curve with a large enough effect in the signal ratio, with a control signal flat, not every such curve was filed as active; inconclusive means small, poorly fitted or top-dose-only effect, or effect the other way, or a change in a side signal; inactive means no such curve, though single readings can be large or run the other way; the % refers to the signal ratio; further: potency means the concentration at half of the fitted maximal effect; on the % scale 0 is the no-effect control and ±100 the full control effect
Target sequence (Q9NR56 whole entry, looked up): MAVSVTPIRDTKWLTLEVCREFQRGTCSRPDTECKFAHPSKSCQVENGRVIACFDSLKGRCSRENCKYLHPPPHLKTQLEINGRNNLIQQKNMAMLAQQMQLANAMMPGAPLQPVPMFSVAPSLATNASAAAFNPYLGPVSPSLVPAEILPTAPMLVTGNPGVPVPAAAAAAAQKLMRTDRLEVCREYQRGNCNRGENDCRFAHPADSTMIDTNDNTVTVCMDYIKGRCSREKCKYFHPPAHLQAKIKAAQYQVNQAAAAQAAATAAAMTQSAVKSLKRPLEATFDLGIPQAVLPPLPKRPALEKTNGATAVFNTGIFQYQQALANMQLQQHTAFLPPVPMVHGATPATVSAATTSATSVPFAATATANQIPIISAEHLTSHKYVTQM
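Compounds (final 92 nM to 58 uM) are added to His-tagged MBNL1 and biotin-(CUG)12, then terbium anti-His antibody and streptavidin-XL665 (5 nM final). After 60 min at room temperature, the 665/545 nm ratio is read.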
a7 integrin act – qHTS for Activators of Integrin-Mediated Alleviation for Muscular Dystrophy. alpha7betagal myoblasts, beta-gal FDG fluorescence, 48 h. Potency, µM (top dose mostly 38.3 µM), for inactives: at the highest dose activation, most hits filed as activators. 350,000 tested, 0.064% active. AID 624291, 2012;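 further: potency means the concentration at half of the fitted maximal effect; 100% = response of the positive control SU9516; nearly all actives have a fitted effect of over 60% in size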
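alpha7betagal+/- myoblasts (passage 13, 250/well) treated 48 h at 37C with compounds at 1:260 dilution of DMSO stock. Lysed, then beta-galactosidase activity read as FDG fluorescence (ex 480/em 540) after 30 min, with pre-read for autofluorescence.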
Menin-MLL TR inh – qHTS Assay for Inhibitors Targeting the Menin-MLL Interaction in MLL Related Leukemias: Competition With Texas Red Labeled MLL-derived Mutant Peptide; O00255; Menin + Texas Red MLL mutant peptide, fluorescence polarization; Potency, µM (titrated, usually from 61.6 µM), for the others: top-dose FP activity change, negative = inhibition, usual class: inhibitors; 270,000 tested, 0.23% active; active means well fitted inhibition curve with a large enough effect in the polarisation, with a control signal flat, not every such curve was filed as active; inconclusive means small, poorly fitted or top-dose-only effect, or effect the other way, or a change in a side signal; inactive means no such curve, though single readings can be large or run the other way; the % refers to the polarisation; further: potency means the concentration at half of the fitted maximal effect; % of control where 0% means no effect; many of its hits are not listed in these tables
Target sequence (O00255 whole entry, looked up): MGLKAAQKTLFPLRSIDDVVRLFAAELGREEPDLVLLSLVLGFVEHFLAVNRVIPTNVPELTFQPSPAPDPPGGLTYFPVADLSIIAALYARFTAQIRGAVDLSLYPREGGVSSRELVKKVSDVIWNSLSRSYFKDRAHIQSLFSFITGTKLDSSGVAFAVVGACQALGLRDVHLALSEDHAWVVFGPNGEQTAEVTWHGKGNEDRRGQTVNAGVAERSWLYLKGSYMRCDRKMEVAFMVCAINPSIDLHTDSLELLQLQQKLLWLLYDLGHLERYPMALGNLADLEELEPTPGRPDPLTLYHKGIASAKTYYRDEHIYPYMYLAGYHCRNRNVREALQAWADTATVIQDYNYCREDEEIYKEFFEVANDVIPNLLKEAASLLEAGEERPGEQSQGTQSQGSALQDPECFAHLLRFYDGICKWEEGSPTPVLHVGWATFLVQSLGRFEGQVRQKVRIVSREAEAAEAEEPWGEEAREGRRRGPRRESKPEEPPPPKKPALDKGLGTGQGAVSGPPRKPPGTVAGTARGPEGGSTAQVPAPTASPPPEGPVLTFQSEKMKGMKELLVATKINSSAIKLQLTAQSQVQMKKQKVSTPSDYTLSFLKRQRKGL
MLL CXXC-DNA inh – qHTS Fluorescence Polarization Assay for Inhibitors of MLL CXXC domain - DNA interaction; 290,000 tested, 0.037% active; MLL-CXXC / FITC-HOXA9 DNA fluorescence polarization; Potency, µM (highest dose often 115 µM), without a hit: at the highest dose activity change, negative = inhibition, hits mostly inhibitors; Histone-lysine N-methyltransferase 2A (Homo sapiens), Q03164; active means well fitted inhibition curve with a large enough effect in the polarisation, with a control signal flat, not every such curve was filed as active; inconclusive means small, poorly fitted or top-dose-only effect, or effect the other way, or a change in a side signal; inactive means no such curve, though single readings can be large or run the other way; the % refers to the polarisation; further: potency means the concentration at half of the fitted maximal effect
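Purified MLL-CXXC (added from a 7 uM solution) was preincubated 5 min at ambient with pinned compounds in 50 mM Tris-HCl pH 7.5, 50 mM NaCl, 1 mM DTT, 0.05% BSA. Fluorescein-labeled HOX-A9 DNA (50 nM solution) followed, 30 min, then polarization read.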
Mito fusion act – qHTS Assay for Small Molecule Inhibitors of Mitochondrial Division or Activators of Mitochondrial Fusion. 320,000 tested, 0.23% active. Potency, µM (series often up to 46.1 µM), without a hit: top-dose growth rescue (activation), most hits filed as activators. S. cerevisiae fusion-defective mutant growth rescue, CellTiterGlo 48 h;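 further: potency means the concentration at half of the fitted maximal effect; % of control where 0% means no effect; nearly all actives have a fitted effect of over 45% in size; temperature-sensitive fusion mutants such as fzo1-1 at 37 °C on non-fermentable ethanol glycerol medium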
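Growth-rescue viability read-out: after 48 h at the non-permissive 37C in glycerol/ethanol YPEG, yeast mitochondrial fusion mutants are measured by CellTiterGlo luminescence; compounds (23 nl pinned per well) restoring growth score as division inhibitors or fusion activators.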
A-T KAP1 phos – qHTS Assay for Identifying a Potential Treatment of Ataxia-Telangiectasia; Potency, µM (top dose mostly 57.5 µM), inactives show at the highest dose activation, hits mostly activators; […] A-T fibroblasts, KAP-1 phosphorylation AlphaLISA; neocarzinostatin DNA damage 30 min before lysis; 320,000 tested, 0.19% active; further: potency means the concentration at half of the fitted maximal effect; % of control where 0% means no effect; nearly all actives have a fitted effect of over 45% in size
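ATM-like activity read as KAP-1 phosphorylation via AlphaLISA donor/acceptor antibody pairs after lysis and 6 hr at 25C. Cells were ATM-null patient fibroblasts ([…], hTERT), dosed 60 min, then exposed to the DSB inducer NCS for 30 min.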
Numbers without * were called inactive; ? = inconclusive; · = not tested or not shown; [ ] = dose if it differs, or a comment. Unless noted, the call rests on the fitted dose curve; in most records, active means well fitted curve in the direction sought with a large enough effect; inconclusive means small, poorly fitted or top-dose-only effect, or another doubt; inactive means no such curve, though single readings can be large; an effect the other way counts as inactive or inconclusive.

SMILES	ASM inhibitor	Mito fusion act	A-T KAP1 phos	Menin-MLL TR inh	TSHR antag	TCR act	a7 integrin act	MBNL1-CUG inh	TSG101-PTAP inh	MLL CXXC-DNA inh
CCn1c(C(=O)N2CCc3ccccc3C2)cc2sccc21	-1%	16%	6%	2%	-12	-4%	-6%	-11%	0%	10%
COc1nc(C)ccc1-c1noc(-c2cccnc2)n1	-4%	2%	-40%[inhibitor]	-9%	3	10%	-8%	1%	-6%	5%
Cc1occc1-c1nnc(SCC(=O)NC2CCCCC2)o1	1%	0%	-11%	·	-4	-17%	2%	·	-5%	·
CCOC(=O)c1sc2c(c1C)c(=O)c(C(=O)OCC)cn2CC	-1%	5%	-2%	-17%	-8	4%	-11%	3%	-4%	-6%
CC(C)(C)C(=O)Nc1ccc2oc(-c3cc(F)c(F)cc3Cl)nc2c1	-4%	13%	-1%	?	-7	0%	16%	-3%	2%	5%
CCOC(=O)C1=C(C)NC(C)=C(C(=O)OCC)C1c1cc(N)ccc1OC(F)F	18%	7%	-6%	35%[activator]	-1	4%	24%	1%	3%	-5%
Cc1nc2ccccc2n1/N=C/c1ccc([N+](=O)[O-])o1	-6%	·	·	·	·	-2%	-19%	·	-10%	·
COCc1c(C(=O)OC)nnn1-c1ccccc1	4%	-7%	-2%	10%	11	1%[46.1 µM]	14%	5%	0%	0%
O=C(Nc1ccc(S(=O)(=O)Nc2nccs2)cc1)c1cc(-c2ccccc2)nc2ccccc12	0%	-10%	1%	?	8	-4%[46.1 µM]	29%	15%	-1%	14%
COc1ccc(S(=O)(=O)N(C)C[C@H]2Oc3ccc(NS(=O)(=O)c4cccs4)cc3CC(=O)N([C@H](C)CO)C[C@H]2C)cc1	2%	·	2%	·	1	-5%	0%	·	0%	·
Cc1ccccc1NC(=O)CSc1nc2[nH]c(=O)cc(O)c2s1	0%	0%	-4%	·	-6	-3%	-1%	·	-1%	·
Cc1c(OC(C)C(=O)NCC2CCC(C(=O)O)CC2)ccc2c3c(c(=O)oc12)CCCC3 (configuration not stated)	4%	-10%	2%	13%	-3	-32%	-10%	-2%	-8%	8%
CN(C)c1nc(-c2ccccc2)nnc1C(F)(F)F	-1%	0%	0%	3%	5	-1%	-6%	12%	-8%	8%
CCOC(=O)CNC(=O)c1cc(-c2ccccn2)nc2c(C)c(Cl)ccc12	-7%	-2%	5%	7%	-13	-10%	-47%[inhibitor]	10%	0%	9%
CCOc1ccc(OCC(O)CN2CCc3ccccc3C2)cc1 (configuration not stated)	1%	0%	-14%	?	-3	-6%	19%	6%	1%	-2%
CCOC(=O)c1cccc(NC(=O)CSc2nnc(COc3ccc(Cl)cc3)o2)c1	-3%	2%	6%	27%	-17	2%	13%	-11%	-1%	0%
Cc1[nH]n(-c2ccc(Br)cc2)c(=O)c1/C=N/NC(=O)c1ccccc1	-3%	0%	-4%	?	-18	·	-76%[inhibitor]	-2%	-6%	-3%
CCN1CCN(CC2COc3ccccc3O2)CC1 (configuration not stated)	1%	-5%	4%	0%	6	0%	0%	6%	-4%	-10%
COc1ccc(-c2noc(CCC(=O)NCC3CCN(Cc4cccc(C)c4)CC3)n2)cc1	2%	0%	2%	·	-7	2%	-22%	1%	-2%	9%
O=C(Nc1ccc(OC(F)F)cc1)Nc1cccc(C(F)(F)F)c1	-13%	-1%	·	?	?	1%	-49%[inhibitor]	-19%	-2%	1%
CCOC(=O)c1c(C)oc2cc(Br)c(OCC(N)=O)cc12	4%	2%	·	3%	-14	0%[46.1 µM]	6%	?	0%	-1%
CN(CC(=O)Nc1ccc(F)cc1)S(=O)(=O)c1ccc2c(c1)c(=O)n(C)c(=O)n2C	2%	2%	6%	·	-11	6%	36%	2%	-4%	2%
CCC(=O)NC(=S)Nc1ccc(-c2nc3ccc(C)cc3s2)cc1	19%	-2%	-2%	·	-2	1%[46.1 µM]	7%	-3%	-2%	4%
O=C(CN1CCCCC1)Nc1cccc([N+](=O)[O-])c1	1%	0%	-4%	-20%	-4	-8%	23%	?	-2%	16%

Part of the list above, field by field:
> CCOC(=O)c1cccc(NC(=O)CSc2nnc(COc3ccc(Cl)cc3)o2)c1
  ASM inhibitor: -3%	Mito fusion act: 2%	A-T KAP1 phos: 6%	Menin-MLL TR inh: 27%	TSHR antag: -17	TCR act: 2%	a7 integrin act: 13%	MBNL1-CUG inh: -11%	TSG101-PTAP inh: -1%	MLL CXXC-DNA inh: 0%

> CN(CC(=O)Nc1ccc(F)cc1)S(=O)(=O)c1ccc2c(c1)c(=O)n(C)c(=O)n2C
  ASM inhibitor: 2%	Mito fusion act: 2%	A-T KAP1 phos: 6%	Menin-MLL TR inh: ·	TSHR antag: -11	TCR act: 6%	a7 integrin act: 36%	MBNL1-CUG inh: 2%	TSG101-PTAP inh: -4%	MLL CXXC-DNA inh: 2%

More results follow.
SMILES	ASM inhibitor	Mito fusion act	A-T KAP1 phos	Menin-MLL TR inh	TSHR antag	TCR act	a7 integrin act	MBNL1-CUG inh	TSG101-PTAP inh	MLL CXXC-DNA inh
Cc1ccc(C(=O)NCC(=O)NCC(c2cccs2)N2CCOCC2)cc1 (configuration not stated)	-3%	-3%	-4%	·	0	5%	-26%	·	-3%	·
NC(=O)Nn1c(CCC(=O)O)ccc1-c1ccc(F)cc1	11%	-1%	11%	·	62	·	-21%	-6%	-4%	-6%
O=C(O)C1CCC(CNS(=O)(=O)c2ccccc2)CC1 (configuration not stated)	-3%	-3%	11%	24%	-8	1%	-1%	-2%	-11%	-3%
CCCCOc1ccc(S(=O)(=O)N2CCCCC2)cc1	-4%	-4%	4%	-8%	-2	0%	-24%	-4%	-6%	-3%
N/C(=N\OC(=O)CCC1CCCCC1)c1cccc([N+](=O)[O-])c1	-5%	-6%	0%	-8%	6	4%	5%	?	-3%	-6%
COc1ccc(N2CCN(C(=O)C(=O)c3cn(CC(=O)N4CCCCCC4)c4ccccc34)CC2)cc1	0%	0%	4%	·	-8	4%	9%	2%	0%	14%
COC(=O)c1cc(=O)n(-c2c(Cl)cc(C(F)(F)F)cc2Cl)[nH]1	3%	0%	-1%	·	-90*	-8%	6%	5%	1%	7%
COCCNC(=O)c1onc(CSc2cc(C)ccc2C)c1C(=O)O	3%	2%	-1%	2%	-7	-4%	-3%	-18%	-5%	4%
Cn1c(-c2ccccc2[N+](=O)[O-])[n+](C)c2ccccc21	4%	-7%	3%	·	-3	1%	?	17%	1%	5%
O=c1[nH]c(C2CCCN(S(=O)(=O)c3ccc(F)cc3)C2)nc2c1nnn2Cc1ccccc1 (configuration not stated)	-16%	-2%	0%	0%	-12	·	-6%	-4%	-6%	-3%
O=C(Nc1ccccc1Cc1ccccc1)c1ccccc1F	-18%	?	9%	9%	-2	-8%	-15%	1%	-5%	2%
Clc1ccc(SCCCCN2CCOCC2)cc1	·	10%	-5%	-19%	-1	11%[46.1 µM]	3%	-15%	-2%	15%
COc1ccc(-n2ncc3c(NC(C)C)ncnc32)cc1	-2%	9%	-1%	2%	-5	-3%	1%	0%	-5%	8%
Cc1c(-c2ccccc2)c(P(=O)(N2CCOCC2)N2CCOCC2)c2ccccn12	232%[activator]	-5%	4%	-8%	-12	-3%	-16%	14%	-3%	?

These rows are one share of the data; the hit share may differ from the screen's.
